Bioassay records from PubChem BioAssay.
BLM helicase inh: blocks DNA unwinding by human BLM helicase; actives 0.2% (n = 350,000); recombinant BLM DNA unwinding, fluorescence dequenching; AID 2528; P54132; Potency, µM (highest dose often 56.1 µM), for inactives: top-dose activity change, negative = inhibition, actives largely listed as inhibitors;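 further: potency means the concentration at half of the fitted maximal effect; plate controls were vehicle for no effect and no enzyme for full effect; nearly all actives have a fitted effect of over 35% in size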
POLI inh: blocks human DNA polymerase iota activity | AID 588590 | actives 1% (n = 390,000) | Pol iota fluorescent replication assay, 10 min | Q9UNA4 | Potency, µM (highest dose often 115 µM), for the others: at the top dose activity, negative = inhibition, actives largely listed as inhibitors; further: potency means the concentration at half of the fitted maximal effect
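Pol iota at 10 nM preincubated 15 min with compounds at room temperature; reaction started with fluorescent substrate, 50 nM final. Fluorescence read kinetically at 0 and 10 min; buffer-only wells as negative control.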
POLH inh: inhibitors of human DNA polymerase eta. Q9Y253. recombinant Pol eta, fluorescent DNA replication assay. Potency, µM (series often up to 114 µM), inactives show top-dose activity change, negative = inhibition, hits mostly inhibitors. actives 1.2% (n = 390,000). AID 588591; further: potency means the concentration at half of the fitted maximal effect; on the % scale 0 is the no-effect control and ±100 the full control effect
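Fluorescent replication assay: 50 nM final substrate added after a 15 min room-temperature compound preincubation with 10 nM enzyme. Signal taken at 0 min and again at 10 min.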
PGK inhibitor: blocks T. brucei phosphoglycerate kinase; P07378; PGK/GAPDH coupled, Kinase-Glo luminescence, 60 min; Potency, µM (doses to about 57.5 µM), without a hit: top-dose activity change, negative = inhibition, most hits filed as inhibitors; actives 0.043% (n = 380,000); AID 602233; further: potency means the concentration at half of the fitted maximal effect; on the % scale 0 is the no-effect control and ±100 the full control effect; nearly all actives have a fitted effect of over 60% in size
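Luminescent ATP detection (Kinase-Glo Plus) follows a 60-minute room-temperature incubation, with wells lacking PGK as controls. Buffer: 100 mM TEA (pH 7.6), 5 mM MgCl2, 0.01% Tween-20. Coupling enzyme GAPDH (100 nM final) supplies unstable 1,3-BPG in-well.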
POLB inh: blocks human DNA polymerase beta activity. P06746. Pol beta primer extension/strand displacement, fluorescence kinetic. Potency, µM (series often up to 114 µM), for the others: at the highest dose activity change, negative = inhibition, most hits filed as inhibitors. actives 1.3% (n = 340,000). AID 485314; further: potency means the concentration at half of the fitted maximal effect; on the % scale 0 is the no-effect control and ±100 the full control effect
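Homogeneous kinetic assay of primer extension and strand displacement by 10 nM Pol beta, preincubated 15 min at room temperature with compound before 50 nM substrate (final) was added. Read at 0 and 10 min; four-parameter Hill fit.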
POLK inh: DNA polymerase kappa (human) inhibition; Q9UBT6; purified Pol kappa, fluorescent DNA synthesis assay, 10 min; Potency, µM (titrated, usually from 107 µM), for inactives: top-dose activity, negative = inhibition, actives largely listed as inhibitors; actives 0.53% (n = 400,000); AID 588579; further: potency means the concentration at half of the fitted maximal effect; on the % scale 0 is the no-effect control and ±100 the full control effect
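First, compounds were pin-transferred onto 10 nM Pol kappa. After 15 min at room temperature, substrate was added to 50 nM final. Fluorescence was then measured kinetically at 0 and 10 min.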
APE1 inh: inhibitors of human APE1 endonuclease; P27695; recombinant APE1, TAMRA/BHQ-2 abasic DNA cleavage fluorescence; Potency, µM (doses to about 65.8 µM), inactives show top-dose activity change, negative = inhibition, most hits filed as inhibitors; actives 0.35% (n = 350,000);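 further: potency means the concentration at half of the fitted maximal effect; plate controls were vehicle for no effect and reference inhibitor for full effect; nearly all actives have a fitted effect of over 55% in size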
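Activity was derived from the fluorescence gain between first and third kinetic reads (60 s intervals, ex 525/em 598 nm) after 50 nM THF-abasic TAMRA/BHQ-2 duplex was added to 0.75 nM APE1 preincubated 15 min with compound.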
RXFP1 antag: blocks the human relaxin receptor RXFP1; Q9HBX9; HEK293-RXFP1, relaxin-stimulated cAMP HTRF, 30 min; hits give low values; activity change, negative = inhibition, % at 57.5 µM; actives 0.59% (n = 350,000); AID 1259400;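 active means activity change of -60% or lower, but not beyond a set lower limit; inconclusive means change between -60% and -40%, or beyond the set limit; inactive means change above -40%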; further: on the % scale 0 is the no-effect control and ±100 the full control effect
Anesthetic bind: binds horse apoferritin like a general anesthetic. P02791. apoferritin/1-aminoanthracene competitive binding, fluorescence. Potency, µM (titrated, usually from 77.5 µM), inactives show top-dose activity change, negative = displacement, actives largely listed as inhibitors. actives 0.074% (n = 350,000). AID 485281; further: potency means the concentration at half of the fitted maximal effect; on the % scale 0 is the no-effect control and ±100 the full control effect; nearly all actives have a fitted effect of over 20% in size
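Steps: apoferritin (10 uM) was premixed with half-saturated 1-AMA in PBS, compounds were pin-transferred, plates stood 10 min at room temperature, fluorescence was read at 380/535 nm, and curves were fitted with a Hill equation.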
Active calls of the source: *; i = inactive; ? = inconclusive; · = not tested or not shown; [ ] = dose if it differs, or a comment. Unless noted, the call rests on the fitted dose curve; in most records, active means well fitted curve in the direction sought with a large enough effect; inconclusive means small, poorly fitted or top-dose-only effect, or another doubt; inactive means no such curve, though single readings can be large; an effect the other way counts as inactive or inconclusive. The list is partial; rates above refer to the full screens.

SMILES	BLM helicase inh	POLI inh	POLH inh	PGK inhibitor	POLB inh	POLK inh	APE1 inh	RXFP1 antag	Anesthetic bind
COc1cccc(C(c2cccc(OC)c2)c2ccccc2C(=O)O)c1	·	69.7%[activator]	3.9%	3.8%	·	-5.6%	·	-8.4	·
Cc1ccc(-n2nc3ccc(NC(=O)COc4ccccc4)cc3n2)cc1Cl	-1.5%	9.5%	-12.6%	2.4%	?	-8.9%	·	8.3	2.9%
Cc1nnc(SCCCCSc2nnc(C)c(=O)[nH]2)[nH]c1=O	-1.4%	13.4%	3.3%	0.6%	27.1%	-14.0%	13.7%	-0.5	-3.5%
O=C(COC(=O)CCSc1ccccc1)Nc1ccccc1Br	·	4.4%	-11.6%	-7.2%	·	-8.7%	-17.1%	2.1	·
CC(C)C(NC(=O)CNC(=O)OC(C)(C)C)C(=O)NCc1ccc(Cl)cc1 (stereo not given)	-2.3%	60.6%[activator]	-2.4%	i	-2.8%	-8.1%	0.4%	8.2	-14.0%
Cc1cc(OCC(=O)OCC(=O)NCc2ccc3c(c2)OCO3)ccc1Cl	·	10.0%	-15.5%	-7.3%	·	0.8%	1.8%	-2.6	·
COc1cc(OC)c(OC)cc1CN1CCc2nc(N3CCN(c4ccccc4F)CC3)ncc2C1	0.3%	13.5%	-4.6%	-2.9%	-9.0%	-6.9%[60.1 µM]	·	-14.3	1.6%
COc1ccc(OCC(=O)N/N=C(\C)c2cccs2)cc1	-0.9%	19.6%	-19.3%	-3.2%	-2.8%	-7.1%	2.7%	0.5	3.3%
O=C(COc1ccccc1C(=O)NCC1CCCO1)Nc1ccc(Cl)cc1Cl (stereo not given)	-2.2%	147.0%[activator]	?	-6.5%	0.0%	-9.7%	-11.5%	-10.2	-5.6%
Cc1ccc(-c2nnc3n2CCCCC3)cc1	-4.2%	4.9%	-21.6%	3.6%	12.5%	-4.0%	-0.2%	-8.0	-16.6%
Cc1cccc(/C=N/c2sc3c(c2C(=O)OC(C)(C)C)CCN(C)C3)c1O	-2.4%	23.1%	-20.5%	-0.6%	21.1%	-5.1%	4.0%	0.9	-10.7%
Cc1cccc(CN2C(=O)N(c3ccc(C(C)C)cc3)S(=O)(=O)c3ccccc32)c1	-5.7%	25.3%	-23.4%	-4.2%	-1.1%	8.9%[60.1 µM]	·	·	3.3%
N#C/C(=C\c1cccnc1)C(=O)Nc1ccc(O)cc1F	-1.1%	7.2%	-19.2%	-2.4%	51.2%	4.2%	-11.3%	-1.0	-4.1%
CCCCCCC(C)n1[nH]c(=O)c2c(C)cc(=O)[nH]c21 (stereo not given)	0.5%	17.4%	-9.0%	-2.9%	-0.5%	-1.9%	-1.6%	9.3	-2.3%
CCn1ccnc1C(O)c1cccc2ccccc12 (stereo not given)	1.0%	11.8%	?	-2.5%	13.7%	-17.6%	-3.9%	4.9	-17.3%
O=C(O)c1ccc(Cn2cnc3sc4c(c3c2=O)CCCC4)cc1	-2.5%	22.6%	-6.1%	-5.0%	17.0%	10.4%	-0.2%	1.0	-4.3%
COCC(=O)N=Nc1c(O)[nH]c2ccccc12	0.5%	2.7%	-24.4%	1.6%	-17.7%	2.6%	-4.7%	-19.4	-3.8%
Cc1ccc(COn2c(-c3ccc(Cl)cc3)nc3ccc([N+](=O)[O-])cc32)cc1	-12.4%	14.3%	-1.3%	-5.9%	-1.2%	-14.3%	-8.8%	7.0	-14.6%
COc1ccc(NC(=O)C2C(=O)N(C)C3(C)CC2c2ccccc2O3)cc1 (stereo not given)	-0.2%	-0.6%	-7.6%	-5.7%	6.5%	-0.1%	-3.5%	0.3	-9.4%
S=C(c1ccc(-c2ccccc2Cl)o1)N1CCOCC1	-5.9%	19.1%	-8.7%	-4.2%	-11.1%	-6.8%	0.3%	-16.8	-3.7%
COc1ccc(C(=O)CSc2nccc(=O)[nH]2)cc1	-3.1%	-1.1%	-10.8%	i	4.5%	-0.8%	?	-6.8	-9.3%
CC(C)(C)c1ccc(NC(=S)NCc2cccs2)cc1	-15.7%	-1.7%	-19.6%	-2.6%	1.8%	-8.3%	-4.1%	-13.2	133.6%[activator]
CCCCCC(O)CCC(=O)NNC1=CC(=O)CC(C)(C)C1 (stereo not given)	-0.2%	197.0%[activator]	-9.8%	-6.3%	3.0%	5.5%	1.7%	2.6	-7.4%
Cc1ccc(S(=O)(=O)N2CCC(C(=O)NNC(=O)c3ccc(F)cc3)CC2)cc1	-0.6%	29.8%	-1.9%	-6.0%	10.8%	7.2%	-3.4%	-9.4	-10.5%
CCCS(=O)(=O)Nc1ccc2cn[nH]c2c1	-1.5%	33.6%[activator]	-14.4%	4.2%	3.1%	-15.4%	-2.0%	5.5	-4.6%
O=C(Nc1ccc2c(c1)OCCO2)c1coc2ccccc2c1=O	-5.9%	6.0%	?	?	40.6%	-4.1%	19.1%	-1.1	-7.4%
c1ccc2c3c([nH]c2c1)CCNC3	-6.6%	85.4%[activator]	-13.9%	-7.1%	1.5%	-1.7%	-3.7%	-13.5	5.5%
COc1cc(S(=O)(=O)Nc2cccnc2)ccc1F	-0.1%	10.9%	-8.2%	10.2%	-4.2%	-2.9%	4.5%	1.6	6.0%
Cc1ccc(C(c2ccccc2)c2c(C)[nH]c3ccccc23)s1 (stereo not given)	1.1%	7.4%	-18.9%	-9.7%	0.4%	1.0%	·	·	?
CCOC(=O)c1cc(C#N)c(N2CCCCC2)nc1-c1ccccc1	·	10.2%	-22.0%	i	·	-7.4%	·	-10.8	·
O=C(CNS(=O)(=O)c1ccccc1F)NNC(=O)c1ccc(Br)cc1	·	-14.3%	-2.0%	1.0%	·	-5.8%	-11.9%	0.9	·
CCOC(=O)C1=C(COC(=O)CCc2ccccc2)NC(=O)NC1C (stereo not given)	·	-10.7%	-7.8%	-3.4%	·	-14.9%	12.4%	9.1	·
Cc1ccc2c(CN3CCCCC3)cc(=O)oc2c1C	-6.5%	11.2%	-10.8%	9.1%	2.2%	-14.2%	52.5%[activator]	-5.4	1.8%
CC(=O)N1CCc2cc(S(=O)(=O)NCC(=O)NCc3ccccc3Cl)ccc21	3.2%	5.1%	-21.4%	1.9%	14.7%	2.9%	36.8%	-15.5	-10.2%
COc1ccccc1-c1ccc2ncnc(N(C)C)c2c1	-0.7%	·	·	·	·	-1.0%[60.1 µM]	-0.3%	·	-13.2%
Cc1ccc(Nc2c(-c3ccc(C)o3)nc3ncccn23)cc1	1.5%	5.9%	-13.7%	3.9%	-0.7%	5.7%	-4.0%	20.9	-2.2%

Three successive compounds out of the list so far, quoted:
SMILES	BLM helicase inh	POLI inh	POLH inh	PGK inhibitor	POLB inh	POLK inh	APE1 inh	RXFP1 antag	Anesthetic bind
CCCS(=O)(=O)Nc1ccc2cn[nH]c2c1	-1.5%	33.6%[activator]	-14.4%	4.2%	3.1%	-15.4%	-2.0%	5.5	-4.6%
O=C(Nc1ccc2c(c1)OCCO2)c1coc2ccccc2c1=O	-5.9%	6.0%	?	?	40.6%	-4.1%	19.1%	-1.1	-7.4%
c1ccc2c3c([nH]c2c1)CCNC3	-6.6%	85.4%[activator]	-13.9%	-7.1%	1.5%	-1.7%	-3.7%	-13.5	5.5%

New compounds follow:
SMILES	BLM helicase inh	POLI inh	POLH inh	PGK inhibitor	POLB inh	POLK inh	APE1 inh	RXFP1 antag	Anesthetic bind
COc1ccc(N(CC(=O)NC2CCCCC2)C(=O)CCC(=O)Nc2nc(C)cs2)cc1OC	1.3%	2.2%	-13.5%	-1.6%	7.3%	-3.1%	-11.7%[12.4 µM]	-3.9	-9.1%
O=C(C1CCCCC1)N1CCN(c2ccccc2F)CC1	1.2%	-5.9%	-22.4%	6.9%	18.0%	-5.4%	2.7%	-5.9	-8.5%
CCOc1nc(N2CCCCC2)nc(-n2cc(-c3ccccc3)nn2)n1	-1.7%	-14.5%	-12.0%	i	14.9%	5.6%	-0.1%	-7.2	-18.9%
CCN(CCCNC(=O)CCc1nc(-c2ccc(C)cc2)no1)c1cccc(C)c1	-10.9%	-2.5%	?	6.0%	0.2%	-15.1%	1.1%	-2.9	-2.7%
Cc1cc(NC(=O)CCC(=O)N(c2ccc(F)cc2)C(C(=O)NC2CCCC2)c2ccc(C)o2)no1 (stereo not given)	-5.3%	15.2%	-22.6%	-10.5%	-0.5%	-2.5%	4.8%	0.8	?
COc1ccc(N2CCN(CC(=O)Nc3cccc(S(=O)(=O)N4CCOCC4)c3)CC2)cc1	-1.7%	25.1%	-7.8%	4.3%	-17.0%	-5.2%	-0.6%	-0.6	-20.2%
N#Cc1c(NC(=O)c2cc(C3CC3)on2)sc2c1CCC2	1.0%	?	-6.5%	-3.9%	9.9%	-34.2%	-1.8%	6.6	?
S=C(NCCc1ccccc1)Nc1c(Cl)cccc1Cl	-3.0%	19.1%	-6.2%	5.5%	2.7%	-11.2%	-3.0%	3.1	-6.8%
CNC(=O)CCCN1C(=O)CCn2nc(-c3cn(C)c4ccccc34)cc21	0.4%	4.4%	-11.8%	-4.2%	-2.3%	-2.5%[60.1 µM]	·	-4.7	-0.1%
S=C(NCc1ccccc1)NC1CCCc2ccccc21 (stereo not given)	-10.8%	78.5%[activator]	-23.0%	-1.6%	9.3%	-6.0%	2.8%	-3.9	13.3%
O=C1CC(SCc2nc3ccccc3[nH]2)C(=O)N1c1cccc(F)c1 (stereo not given)	1.4%	2.0%	-8.5%	-0.6%	17.9%	-15.5%	-0.4%	3.5	-6.3%
COC(=O)C1C(=O)NC(SC)=C(C#N)C1c1ccccc1 (stereo not given)	2.0%	15.1%	-4.8%	-6.7%	?	-2.1%	-5.2%	-3.4	-14.8%
CCC1(c2ccc(F)cc2)NC(=O)N(CC(=O)Nc2cc(C)on2)C1=O (stereo not given)	·	13.9%	-13.3%	6.4%	·	0.5%	-1.3%	-2.6	·
CC1=C(c2ccc(F)cc2)S(=O)(=O)NC1=NCc1ccccc1Cl	-1.0%	?	2.5%	0.1%	4.8%	-11.2%	·	-7.3	-8.3%
